RECQ1 inh: qHTS Assay for Inhibitors of RecQ-Like Dna Helicase 1 (RECQ1); Potency, µM (top dose mostly 57.3 µM), without a hit: at the highest dose activity, negative = inhibition, most hits filed as inhibitors; RECQ1 DNA unwinding, red fluorescence kinetic read; ATP-dependent DNA helicase Q1 (Homo sapiens), P46063; AID 2549, 2010; actives 0.54% (n = 240,000);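 also: plate controls were vehicle for no effect and no enzyme for full effect; nearly all actives have a fitted effect of over 30% in size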
Target sequence (P46063 whole entry, looked up): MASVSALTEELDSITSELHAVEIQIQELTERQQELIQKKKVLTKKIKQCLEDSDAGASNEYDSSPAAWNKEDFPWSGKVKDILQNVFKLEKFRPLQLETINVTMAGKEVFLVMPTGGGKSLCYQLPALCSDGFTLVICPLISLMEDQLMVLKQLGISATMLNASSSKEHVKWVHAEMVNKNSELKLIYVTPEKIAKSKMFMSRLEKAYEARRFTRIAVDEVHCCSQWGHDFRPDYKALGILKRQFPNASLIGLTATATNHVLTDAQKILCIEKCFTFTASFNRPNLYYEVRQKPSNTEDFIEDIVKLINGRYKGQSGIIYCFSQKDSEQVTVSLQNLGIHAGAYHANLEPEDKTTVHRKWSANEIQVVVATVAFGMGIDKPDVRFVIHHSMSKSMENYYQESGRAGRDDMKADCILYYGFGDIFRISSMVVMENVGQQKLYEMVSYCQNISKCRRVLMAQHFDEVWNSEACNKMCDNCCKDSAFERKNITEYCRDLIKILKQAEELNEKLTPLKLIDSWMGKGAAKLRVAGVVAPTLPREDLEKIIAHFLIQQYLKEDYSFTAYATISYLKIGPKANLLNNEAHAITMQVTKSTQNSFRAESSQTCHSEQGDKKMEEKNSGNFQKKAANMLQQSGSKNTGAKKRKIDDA
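RECQ1T1 50 nM; forked duplex (20 bp + 30-nt ss tails) 200 nM, ATP 2 mM final; pH 8.0, 2 mM MgCl2, 2.5 ug/ml poly(dI-dC); 15 min compound preincubation; discontinuous kinetic read over 2 h at RT.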
SMN2 splice enh: qHTS Assay for Enhancers of SMN2 Splice Variant Expression; HEK293 SMN2-luciferase splicing reporter, luminescence, 30-36 h; actives 2.8% (n = 210,000); Potency, µM (titrated, usually from 46.1 µM), for the others: top-dose activity change, positive = activation, usual class: activators; AID 1458, 2008; also: % of control where 0% means no effect; nearly all actives have a fitted effect of over 55% in size
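HEK293 cells carry an SMN2 […]–luciferase reporter in which exon 7 inclusion puts luciferase in frame. Cells were plated 10-12 h before compound addition, then incubated 30-36 h at 37C. ONE-Glo luminescence was read; sodium butyrate at 4.5 mM final served as control.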
TexasRed fluor: Total Fluorescence Counterscreen for Inhibitors of the Interaction of Thyroid Hormone Receptor and Steroid Receptor Coregulator 2; TRb/SRC2 Texas Red total fluorescence interference; Potency, µM (series often up to 106 µM), without a hit: top-dose fluorescence change, negative = quenching; actives 0.29% (n = 280,000); AID 1479, 2009; active = well fitted curve in either direction with a large enough effect; inconclusive = small, poorly fitted or top-dose-only effect; also: % is scaled to controls: 0 for no effect and ±100 for the full control effect
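Human TRβ ligand-binding domain (0.6 uM) and Texas Red SRC2 peptide (20 nM) in Tris buffer with 1 uM T3 and 5% DMSO were incubated with pinned compound for 5 hr at ambient temperature. Total fluorescence was computed as S + 2P (555/632 nm).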
TRb-SRC2 inh: qHTS for Inhibitors of the Interaction of Thyroid Hormone Receptor and Steroid Receptor Coregulator 2; actives 0.065% (n = 280,000); Potency, µM (series often up to 106 µM), without a hit: at the top dose activity change, negative = inhibition, actives largely listed as inhibitors; TRbeta-SRC2 peptide binding, fluorescence polarization; receptor liganded with 1 µM T3; AID 1469, 2008;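 also: plate controls were bound peptide for no effect and peptide without receptor for full effect; nearly all actives have a fitted effect of over 50% in size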
Target sequence (P10828 whole entry, looked up): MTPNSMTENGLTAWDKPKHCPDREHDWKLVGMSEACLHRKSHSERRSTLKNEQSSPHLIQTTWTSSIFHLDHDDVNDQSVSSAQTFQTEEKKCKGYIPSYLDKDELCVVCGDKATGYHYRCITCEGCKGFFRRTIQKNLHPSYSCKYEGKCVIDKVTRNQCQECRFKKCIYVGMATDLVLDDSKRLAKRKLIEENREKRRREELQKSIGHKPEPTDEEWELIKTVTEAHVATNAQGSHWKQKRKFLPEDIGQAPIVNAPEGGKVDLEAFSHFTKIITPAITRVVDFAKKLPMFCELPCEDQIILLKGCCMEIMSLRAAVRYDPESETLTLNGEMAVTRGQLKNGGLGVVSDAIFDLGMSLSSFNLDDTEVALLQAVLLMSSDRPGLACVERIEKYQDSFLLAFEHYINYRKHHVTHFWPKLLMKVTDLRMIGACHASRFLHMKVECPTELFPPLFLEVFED
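Fluorescence polarization of 20 nM Texas Red SRC2 peptide (20-aa NR interaction domain) bound to 0.6 uM human TRb ligand-binding domain, with 1 uM T3, after 5 hr at ambient temperature; inhibition seen as decreased polarization.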
ALDH1A1 block: qHTS Assay for Inhibitors of Aldehyde Dehydrogenase 1 (ALDH1A1) | actives 7.3% (n = 220,000) | Potency, µM (doses to about 75.3 µM), for inactives: at the highest dose activity, negative = inhibition, actives largely listed as inhibitors | Aldehyde dehydrogenase 1A1 (Homo sapiens), P00352 | Purified ALDH1A1, NADH fluorescence, propionaldehyde substrate | AID 1030, 2008; active = well fitted inhibition curve with a large enough effect, not every such curve was filed as active; inconclusive = small, poorly fitted or top-dose-only effect, or another doubt; inactive = no such curve, though single readings can be large or run the other way;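 also: plate controls were no enzyme wells and a reference inhibitor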
KDM4E inh: qHTS Assay for Inhibitors of Human Jumonji Domain Containing 2E (JMJD2E) | Lysine-specific demethylase 4E (Homo sapiens), B2RXH2 | JMJD2E catalytic domain, FDH-coupled NADH fluorescence (FDH is formaldehyde dehydrogenase) | Potency, µM (titrated, usually from 57.1 µM), without a hit: at the top dose activity change, negative = inhibition, usual class: inhibitors | actives 1.6% (n = 230,000); active = well fitted inhibition curve with a large enough effect, not every such curve was filed as active; inconclusive = small, poorly fitted or top-dose-only effect, or another doubt; inactive = no such curve, though single readings can be large or run the other way;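 also: 0% = wells with enzyme and -100% = buffer wells without enzyme; nearly all actives have a fitted effect of over 50% in size; many of its hits are not listed in these tables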
RGS12 GoLoco inh: qHTS Assay for Inhibitors of RGS12 GoLoco Motif Activity (Red Fluorophore); Guanine nucleotide-binding protein G(i) subunit alpha-1 (Homo sapiens), P63096; actives 0.44% (n = 230,000); Gai1:RGS12 GoLoco peptide FP, rhodamine, 10 min; Potency, µM (titrated, usually from 61.6 µM), inactives show at the highest dose activity, negative = inhibition, actives largely listed as inhibitors; AID 880, 2007; active = well fitted inhibition curve with a large enough effect, not every such curve was filed as active; inactive = no such curve, though single readings can be large or run the other way; also: % is scaled to controls: 0 for no effect and ±100 for the full control effect; nearly all actives have a fitted effect of over 30% in size; many of its hits are not listed in these tables
Lamin A splicing: qHTS Assay for Modulators of Lamin A Splicing. HeLa LMNA splicing GFP/RFP minigene ratio, 48 h. Potency, µM (doses to about 46.1 µM), inactives show at the highest dose ratio change, negative = inhibition, most hits filed as inhibitors. actives 0.01% (n = 200,000); active = well fitted inhibition curve with a large enough effect in the signal ratio, with a control signal flat, not every such curve was filed as active; inconclusive = small, poorly fitted or top-dose-only effect, or effect the other way, or a change in a side signal; the % refers to the signal ratio; also: % is scaled to controls: 0 for no effect and ±100 for the full control effect
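S3 HeLa stable clones carrying a lamin A-EGFP splicing minigene plus DsRed2 were seeded at 600 cells/well in Opti-MEM with 2% FBS, pin-dosed and incubated 48 h at 37°C. Acumen cytometry (488 nm) gave the GFP/RFP total-intensity ratio.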
* = called active by the depositor; i = inactive; ? = inconclusive; · = no result given; [ ] = remark or other dose. Unless noted, calls follow the shape of the dose curve; as a rule, active = well fitted curve in the direction sought with a large enough effect; inconclusive = small, poorly fitted or top-dose-only effect, or another doubt; inactive = no such curve, though single readings can be large; an effect the other way counts as inactive or inconclusive. Potency is read from the fitted curve at half-maximal effect. Only part of the results is shown; count on the stated rates, not on these rows.

SMILES	RECQ1 inh	SMN2 splice enh	TexasRed fluor	TRb-SRC2 inh	ALDH1A1 block	KDM4E inh	RGS12 GoLoco inh	Lamin A splicing
Clc1ccsc1-c1ccnc(-n2cccc2)n1	i	7%	-3%	-3%	-13%	-4%	8%	-5%[46 µM]
CCn1c(CCCOc2ccc(Cl)cc2Cl)nnc1SCC(=O)Nc1cc(F)ccc1C	-13%	-8%	-2%	-7%	-3%	4%	19%	-19%
O=C(O)c1nc(-c2ccccc2)n(-c2ccc(Cl)cc2)n1	-2%	-23%	2%	-7%	9%	1%	9%	2%
CCO[C@H]1OC(C(=O)NC2CC2)=C[C@@H](c2ccc3c(c2)OCO3)[C@@H]1CCCO	-3%	·	-1%	-3%	?	-3%	-10%	·
CC(C)N1CCN(Cc2cccn2-c2ccccn2)CC1CCO (configuration not stated)	-13%	·	-4%	-3%	7%	-4%	1%	·
COCCNC(=O)NC(=O)CSc1nc(C)c(C)c(C)n1	-6%	-10%	-1%	4%	12%	-1%	-20%	?
CC1(C(=O)OCc2cc(=O)n3cc(Br)ccc3n2)CC1(Cl)Cl (configuration not stated)	-1%	?	0%	-2%	20µM*	-23%	1%	·
O=S(=O)(c1cccc(S(=O)(=O)N2CCCC2)c1)c1cccc(S(=O)(=O)N2CCCC2)c1	-2%	-33%[inhibitor]	-2%	4%	?	-4%	2%	-8%
O=C(CN1C(=O)COc2ccccc21)N1CCc2ccccc2C1	-7%	3%	2%	-19%	3%	-8%	-4%	-2%
O=C(CCCn1c(=O)[nH]c2cc(Cl)ccc2c1=O)NCC1CCCO1 (configuration not stated)	-1%	-10%	1%	0%	-7%	4%	-7%	-2%
COc1ccc(OCC(=O)N/N=c2\oc3c(OC)cccc3cc2C(N)=O)cc1	-1%	2%[1.84 µM]	-3%	4%	12%	-1%	0%	-17%
Cc1cccc(C(=O)N2CCN=C2SCc2ccc([N+](=O)[O-])cc2)c1	-5%	-41%[inhibitor]	1%	4%	?	-5%	-1%	2%[9.22 µM]
Cc1ccc(NC(=O)c2cc(N3C(=O)CCC3=O)ccc2N2CCOCC2)cc1	-3%	·	-6%	-5%	-1%	-14%	2%	19%[46 µM]
Cc1ccc(C(=O)N/C(=C\c2ccc([N+](=O)[O-])cc2)C(=O)NCCc2ccccc2)cc1	-6%	13%	0%	3%	1%	5%	1%	-2%
CC(C)CCC1=NN(C(=O)c2ccco2)C(O)(C(F)(F)F)C1 (configuration not stated)	-7%	·	-3%	-3%	4%	8%	4%	6%[46 µM]
CCC(=O)Nc1cccc(NC(=S)NC(=O)c2cccc(C)c2)c1	-4%	11µM*	-6%	2%	25µM*	-13%	-39%	-17%
COc1ncc2nc(-c3cn(C)c4ccccc34)c(=O)n(CCC#N)c2n1	-5%	·	·	·	0%	·	-3%	-1%
CCOC(=O)c1ccc(NC(=O)Nc2ccc(F)cc2)cc1	-17%	4%	-5%	-3%	-8%	3%	-6%	2%
Cc1cc(C)c2c(=O)[nH]c(SCC(=O)Nc3ccccc3)nc2n1	-5%	17%	-1%	-12%	8%	-2%	14%	?
CCOC(=O)c1cnn2c(N)c(C#N)nnc12	1%	-7%	-8%	-5%	-3%	?	0%	9%
CC(C)[C@H](NC(N)=O)C(=O)NNC(=O)COc1cccc(C(F)(F)F)c1	7%	·	-2%	-4%	·	?	-26%	·
Cc1ccc(NC(=O)c2cc(S(=O)(=O)N3CCOCC3)ccc2F)c(C)c1	-6%	?	0%	-16%	-3%	3%	-3%	15%
Cc1ccc(C(=O)N/C(=C\c2cccnc2)c2nc3ccccc3[nH]2)cc1	-1%	-7%	-2%	7%	?	?	-12%	-3%
O=C(NCCN1CCOCC1)c1ccc(NC(=O)C2COc3ccccc3O2)cc1 (configuration not stated)	4%	-14%	0%	5%	-4%	7%	-3%	13%[46 µM]
COC(=O)CCCn1c(C)cc(C(=O)CCl)c1C	0%	-25%	0%	-3%	0.5µM*	-5%	5%	-11%[9.22 µM]
COc1ccc(C(=O)N/N=C2\CCS(=O)(=O)c3ccc(F)cc32)cc1OC	21%	·	-1%	1%	·	6%	4%	·
Fc1ccc(C2c3[nH]c4ccccc4c3CCN2Cc2ccoc2)cc1 (configuration not stated)	-2%	·	-5%	0%	?	?	12%	·
Cc1cc(Cl)nc(-n2nc(C)cc2C)n1	i	·	1%	0%	·	-2%	5%	·
Cc1ccc(CSc2nnc(CC(=O)Nc3ccc(C)cc3)n2C)cc1	-7%	-5%	2%	-13%	-11%	-3%	-35%	1%[0.0737 µM]
COc1ccc(OCC(=O)N2CCc3c([nH]c4ccccc34)C2c2ccccn2)cc1 (configuration not stated)	-12%	·	-7%	-9%	0.45µM*	-4%	-7%	·
Cc1cc(N2CCN(c3ccccc3F)CC2)nc2cc(O)ccc12	-11%	-15%	-1%	6%	?	?	-1%	-10%
C=CCC(NCc1ccccc1)c1ccc(Cl)cc1 (configuration not stated)	8%	-10%	1%	-4%	14%	-13%	-1%	-10%
Nc1nc(-c2ccc(Cl)c(Cl)c2)c(-c2ccncc2)s1	-2%	-9%	-4%	2%	?	?	-14%	·
O=C(CSc1nncs1)NC(=O)Nc1ccc2c(c1)OCCO2	15%	·	-1%	7%	7%	-2%	4%	·
COC(=O)c1sccc1-n1cccc1C(=O)C(=O)N1CC(C)OC(C)C1 (configuration not stated)	-5%	1%	1%	-14%	-1%	9%	5%	13%
O=C(CCl)N(c1ccccc1)C1CCCCC1	-10%	-108%[inhibitor]	0%	7%	0.035µM*	?	5%	·
Cc1ccc(C)c(-n2c(Cc3cccs3)n[nH]c2=S)c1	-3%	·	-4%	3%	?	-5%	·	-11%
CCOC(=O)COc1ccc(CCNC(C)=O)cc1	1%	10%	1%	-1%	9%	2%	3%	-4%
COCC(=O)Nc1c(C(=O)Nc2ccc3c(c2)OCCO3)oc2ccccc12	-6%	7.9µM*	-2%	4%	-2%	-17%	3%	?
Cc1cc(C)n(CC(O)Cn2cnc3c2c(=O)n(C)c(=O)n3C)n1 (configuration not stated)	6%	-13%	-2%	-14%	-3%	0%	-13%	-7%
CCN(CC)CCN1C(=O)C(=O)/C(=C(/O)c2ccc(F)cc2)C1c1cccnc1 (configuration not stated)	0%	-3%	-6%	3%	-4%	2%	8%	1%
CNS(=O)(=O)c1cc(NC(C)=O)c(C)cc1C	-1%	-16%	1%	3%	7%	6%	-3%	4%
CCCOc1ccc(C(=O)CCC(=O)OCC(=O)N2CC(=O)Nc3ccccc32)cc1	i	-2%	-2%	-9%	?	-3%	4%	12%
COc1ccc(/C=N/NC(=O)CN2CCN(Cc3ccccc3)CC2)cc1Br	7%	·	2%	-5%	?	-3%	4%	·
Cc1nnc(SCC(=O)Nc2ccc(S(=O)(=O)N3CCCCC3)cc2)s1	-7%	-16%	2%	-4%	7%	5%	6%	12%
CC(NC(=O)c1cccnc1)C(=O)N1CCCCC1 (configuration not stated)	-6%	-4%	-1%	-9%	0%	2%	4%	0%
CN(C)c1nc(N)c([N+](=O)[O-])c(NCC2CCCO2)n1 (configuration not stated)	-7%	·	-1%	2%	·	11%	-4%	·
CCn1c(O)c(C=Nc2ccccc2)n(-c2ccccc2)c1=S	i	0%	-8%	-5%	?	-10%	-3%	-9%
COc1cccc(CC2(CO)CCCN(Cc3ccccc3-c3ccco3)C2)c1 (configuration not stated)	-4%	·	-1%	2%	?	-6%	224%[activator]	-24%[46 µM]
Cc1ccc(-c2ccc(=O)n(CC(=O)Nc3ccc4c(c3)OCCO4)n2)cc1	i	·	-6%	3%	?	3%	5%	-3%[46 µM]
Fc1ccc(-n2cnnn2)c(F)c1	i	9%	-1%	2%	13%	1%	-1%	-3%
CS(=O)(=O)N(Cc1ccc(C(=O)NC2CCCCC2O)cc1)c1ccccc1 (configuration not stated)	-8%	7%	-8%	1%	4%	4%	-1%	10%
Cc1ccc(S(=O)(=O)N2CCN(CCC#N)CC2)cc1	1%	-18%	-2%	1%	-13%	2%	3%	·
COC(=O)c1cc(NS(=O)(=O)c2ccc(C)c3ccccc23)ccc1N1CCOCC1	-1%	·	-2%	-4%	·	-16%	5%	·
CCOc1ccc(-n2nnnc2SCC(=O)N2CCOCC2)cc1	0%	-13%	-7%	5%	-2%	7%	1%	-7%
CSc1nc2nc3c(cc2c(=O)n1-c1ccccc1)COC(C)(C)C3	i	4%	0%	-1%	14µM*	?	22%	20%[46 µM]
Cc1ccc(C(=O)/C=C/c2ccc3c(c2)OCCO3)c(O)c1	-3%	·	-1%	4%	·	-3%	5%	·
COc1ccc(OC)c(NC(=O)C(=O)NNC(=O)C23CC4CC(CC(C4)C2)C3)c1	-7%	·	3%	2%	·	2%	2%	·
COc1ccc(-c2cc(=O)oc(-c3cccc(C)c3)n2)cc1	i	·	-3%	-2%	7%	?	-1%	·
c1ccc(Cn2c(-c3cncs3)nc3ccccc32)cc1	i	?	-7%	0%	?	?	6%	?
CCN(CC)C(=O)N1CCC(NC(=O)Cc2ccccc2)CC1	-2%	-9%	-1%	-2%	10%	9%	1%	0%
Cc1ccc(CCNC(=O)CCNS(=O)(=O)c2ccc3c(c2)oc(=O)n3C)cc1	i	-31%[inhibitor]	-2%	-5%	-4%	-1%	9%	-7%

Source: PubChem BioAssay
